# Menin MLL FP TR: qHTS Assay for Inhibitors Targeting the Menin-MLL Interaction in MLL Related Leukemias: Competition With Texas Red Labeled MLL-derived Mutant Peptide; AID 1768, 2009; Menin + Texas Red MLL mutant peptide, fluorescence polarization; O00255; 270,000 compounds, 0.23% hits; Potency, µM (series often up to 61.6 µM), without a hit: top-dose FP activity change, negative = inhibition, actives largely listed as inhibitors; active = well fitted inhibition curve with a large enough effect in the polarisation, with a control signal flat, not every such curve was filed as active; inconclusive = small, poorly fitted or top-dose-only effect, or effect the other way, or a change in a side signal; inactive = no such curve, though single readings can be large or run the other way; the % refers to the polarisation; note: potency is the fitted concentration of half-maximal effect; % of control where 0% means no effect; many of its hits are not listed in these tables
# KCNH2 WT inh: qHTS for Inhibitors of KCHN2 3.1: Wildtype qHTS; 340,000 compounds, 0.37% hits; activity change, % at 1.84 µM; Voltage-gated inwardly rectifying potassium channel KCNH2 (Homo sapiens), Q12809; U2OS, BacMam KCNH2, thallium flux FluxOr; active compounds read low; AID 720551, 2013;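 active = maximum activity change below -70%; inconclusive = maximum activity change between -70% and -50%; inactive = maximum activity change above -50%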; note: % is set by controls: 0 for no effect and ±100 for the full control effect
#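 U2OS cells transduced with wild-type KCNH2 virus are loaded with FluxOr dye for 45 min, and thallium flux is measured in kinetic reads before and after stimulation buffer. Rate constants are normalized to DMSO controls.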
# GALK inhibitor: qHTS Assay for Inhibitors of Human Galactokinase (GALK); P51570; Purified GALK, Kinase-Glo residual ATP luminescence; Potency, µM (series often up to 57.5 µM), inactives show top-dose activity change, negative = inhibition, actives largely listed as inhibitors; 270,000 compounds, 0.007% hits; AID 1868, 2009; note: potency is the fitted concentration of half-maximal effect; % is set by controls: 0 for no effect and ±100 for the full control effect
# Target sequence (P51570 whole entry, looked up): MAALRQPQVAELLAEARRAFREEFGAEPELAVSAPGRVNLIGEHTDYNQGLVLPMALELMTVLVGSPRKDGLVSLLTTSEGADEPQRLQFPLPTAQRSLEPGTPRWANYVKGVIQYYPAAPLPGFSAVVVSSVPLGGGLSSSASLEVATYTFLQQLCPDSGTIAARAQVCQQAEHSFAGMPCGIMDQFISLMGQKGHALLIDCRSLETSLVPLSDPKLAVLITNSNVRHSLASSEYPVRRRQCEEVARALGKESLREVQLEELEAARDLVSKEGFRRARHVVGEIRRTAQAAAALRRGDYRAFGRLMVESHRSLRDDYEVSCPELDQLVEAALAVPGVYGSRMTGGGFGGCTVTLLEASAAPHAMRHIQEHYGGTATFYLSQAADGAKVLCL
#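 GALK at 5 nM final was combined with compound, 35 uM ATP and 100 uM galactose in HEPES pH8.0 with MgCl2 and DTT. The reaction ran one hour at room temperature before luminescent ATP detection.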
# Mito fusion yeast: qHTS Assay for Small Molecule Inhibitors of Mitochondrial Division or Activators of Mitochondrial Fusion; S. cerevisiae fusion-defective mutant growth rescue, CellTiterGlo 48 h; Potency, µM (titrated, usually from 46.1 µM), without a hit: top-dose growth rescue (activation), actives largely listed as activators; 320,000 compounds, 0.23% hits; AID 485298, 2010;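 note: potency is the fitted concentration of half-maximal effect; % of control where 0% means no effect; nearly all actives have a fitted effect of over 45% in size; temperature-sensitive fusion mutants such as fzo1-1 at 37 °C on non-fermentable ethanol glycerol medium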
#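 Temperature-sensitive fusion-defective S. cerevisiae (e.g. fzo1-1, mgm1-5) were grown with compound in YPEG medium (3% ethanol, 3% glycerol) for 48 hours at 37C. Growth rescue was measured as viability by CellTiterGlo luminescence after 10 minutes at ambient.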
# ASM inhibitor: Inhibitors of Secretory Acid Sphingomyelinase (S-ASM): qHTS; Sphingomyelin phosphodiesterase (Homo sapiens), P17405; placental ASM, HMU-PC fluorogenic substrate, 60 min; Potency, µM (titrated, usually from 57.5 µM), without a hit: at the highest dose activity change, negative = inhibition, hits mostly inhibitors; 340,000 compounds, 0.006% hits; note: potency is the fitted concentration of half-maximal effect
#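 Fluorescence read-out (Ex 386 nm, Em 447 nm) after stopping the reaction at pH 10. Enzyme: ASM from human placenta; substrate HMU-PC0, 9 uM final; 60 min, 37 °C. Compound preincubation 10 min, ambient temperature.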
# MBNL1-CUG inh: qHTS Assay for Inhibitors of MBNL1-poly(CUG) RNA binding | Muscleblind-like protein 1 (Homo sapiens), Q9NR56 | TR-FRET MBNL1-His/biotin-(CUG)12 binding, 665/545 ratio | Potency, µM (titrated, usually from 57.5 µM), for the others: at the top dose activity change, negative = inhibition, most hits filed as inhibitors | 280,000 compounds, 0.036% hits | AID 2675, 2010; active = well fitted inhibition curve with a large enough effect in the signal ratio, with a control signal flat, not every such curve was filed as active; inconclusive = small, poorly fitted or top-dose-only effect, or effect the other way, or a change in a side signal; inactive = no such curve, though single readings can be large or run the other way; the % refers to the signal ratio; note: potency is the fitted concentration of half-maximal effect; % is set by controls: 0 for no effect and ±100 for the full control effect
#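 Compound titration spanned 92 nM–58 uM against the MBNL1-His/biotin-(CUG)12 complex. After 60 min at room temperature with 5 nM streptavidin-XL665 and 0.055 ng/ul terbium anti-His, ratiometric 665/545 nm emission (Ex 340 nm) normalized to controls.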
# Chronic BCR inh: qHTS Assay to Find Inhibitors of Chronic Active B-Cell Receptor Signaling. ABC-DLBCL IkBa-CBG/CBR reporter, luminescence ratio, 4 h. Potency, µM (highest dose often 46.1 µM), for inactives: top-dose ratio change, negative = lower green/red ratio, usual class: inhibitors. 340,000 compounds, 0.05% hits. AID 493014, 2011; active = well fitted inhibition curve with a large enough effect in the signal ratio, with a control signal flat, not every such curve was filed as active; inconclusive = small, poorly fitted or top-dose-only effect, or effect the other way, or a change in a side signal; the % refers to the signal ratio;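 note: potency is the fitted concentration of half-maximal effect; plate controls were basal doxycycline-induced cells for no effect and cells given 10 µM MG132 for full effect; MG132 reads +100%, hits lower the ratio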
#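 Doxycycline induced both beetle luciferases in TMD8 lymphoma cells; IKK-driven degradation limits the IkappaBalpha-fused green signal, while red luminescence normalises for cell number and nonspecific effects. Compounds tested up to 46 uM, 4 hrs.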
# Eya2 inh: qHTS Assay for Inhibitors of the Phosphatase Activity of Eya2 | recombinant Eya2, OMFP fluorescence dephosphorylation (OMFP is methylfluorescein phosphate) | 330,000 compounds, 0.006% hits | Potency, µM (highest dose often 76.9 µM), for the others: at the top dose activity, negative = inhibition, actives largely listed as inhibitors | Protein phosphatase EYA2 (Homo sapiens), O00167; note: potency is the fitted concentration of half-maximal effect; % is set by controls: 0 for no effect and ±100 for the full control effect
# Target sequence (O00167 whole entry, looked up): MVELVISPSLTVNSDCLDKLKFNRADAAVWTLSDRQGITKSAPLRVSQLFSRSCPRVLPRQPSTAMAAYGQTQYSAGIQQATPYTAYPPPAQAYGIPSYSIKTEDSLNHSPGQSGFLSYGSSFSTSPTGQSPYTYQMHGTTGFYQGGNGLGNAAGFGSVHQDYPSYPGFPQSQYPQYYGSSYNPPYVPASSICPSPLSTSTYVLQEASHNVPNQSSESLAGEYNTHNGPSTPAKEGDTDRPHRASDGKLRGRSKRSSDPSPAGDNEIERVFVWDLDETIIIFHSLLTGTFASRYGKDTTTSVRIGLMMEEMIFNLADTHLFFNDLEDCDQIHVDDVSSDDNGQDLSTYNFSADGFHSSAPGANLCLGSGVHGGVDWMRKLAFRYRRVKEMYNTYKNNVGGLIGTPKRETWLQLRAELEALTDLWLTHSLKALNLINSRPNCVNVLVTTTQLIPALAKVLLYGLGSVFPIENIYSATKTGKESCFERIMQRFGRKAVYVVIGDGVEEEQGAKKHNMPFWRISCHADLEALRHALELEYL
#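 Eya2 (0.2 uM) preincubated 10 min at ambient with compound, then OMFP substrate added at 50 uM; 10 min reaction in 50 mM HEPES pH 7.5, 50 mM NaCl, 5 uM MgCl2, 0.05% BSA, 1 mM DTT. Fluorescence read at Ex 485/Em 525 nm.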
# USP2a block: qHTS Assay for Inhibitors of Ubiquitin-specific Protease USP2a Using CHOP2 as the Reporter. USP2 core, Ub-CHOP2 coupled fluorogenic reporter, 485/531. Potency, µM (top dose mostly 38.3 µM), for the others: at the top dose activity change, negative = inhibition, usual class: inhibitors. 330,000 compounds, 0.01% hits. AID 463254, 2010;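 note: potency is the fitted concentration of half-maximal effect; plate controls were DMSO wells for no effect and full inhibition by NEM control for full effect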
#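 USP2 core (10nM final) preincubated 30min RT with compound in 20mM Tris-HCl pH 8.0, 2mM CaCl2, 2mM beta-mercaptoethanol, 0.05% CHAPS; 25nM Ub-CHOP2 plus 25nM reporter substrate added, fluorescence (Ex485/Em531) read after 60min.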
# PKM2 activator: qHTS Assay for Activators of Human Muscle isoform 2 Pyruvate Kinase | Pyruvate kinase PKM (Homo sapiens), P14618 | Potency, µM (top dose mostly 57.5 µM), without a hit: at the highest dose activation, actives largely listed as activators | 260,000 compounds, 0.34% hits | purified PKM2, Kinase-Glo ATP luminescence, activation; response scale: 0% is enzyme alone, no compound; note: potency is the fitted concentration of half-maximal effect; % is set by controls: 0 for no effect and ±100 for the full control effect; nearly all actives have a fitted effect of over 55% in size
#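 Purified hPK-M2 (>95%) run at intermediate activity with 0.1 mM ADP and 0.5 mM PEP in 50 mM imidazole pH 7.2, KCl, MgCl2; 1 h room temperature. ATP formed read by Kinase-Glo luminescence; normalized to uninhibited and no-enzyme controls.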
# TSHR antag: Antagonists of the Thyroid Stimulating Hormone Receptor: HTS campaign; Thyrotropin receptor (Homo sapiens), P16473; TSHR-expressing cells, TSH-stimulated cAMP HTRF, 2 h; active compounds read low; activity change, negative = inhibition, % at 11.5 µM; 330,000 compounds, 0.2% hits; AID 504810, 2011;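 active = activity change below a set negative limit, meaning inhibition stronger than a set level, cut at about -70% in these data; inconclusive = activity change between two set negative limits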; note: % is set by controls: 0 for no effect and ±100 for the full control effect
#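 TSHR-expressing cells, 200/well, pre-treated with compound, then stimulated with EC80 TSH (4nM final) for 2 hours at 37 deg C. cAMP measured by competitive HTRF: anti-cAMP cryptate antibody in lysis buffer plus cAMP-d2, read after 30 minutes at room temperature.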
# * marks the source's active call; other numbers are inactive results; ? = inconclusive; . = no result given; [ ] = remark or other dose. Unless noted, calls come from the whole dose curve; as a rule, active = well fitted curve in the direction sought with a large enough effect; inconclusive = small, poorly fitted or top-dose-only effect, or another doubt; inactive = no such curve, though single readings can be large; an effect the other way counts as inactive or inconclusive. This is a subset, so the mix of outcomes need not match the whole.
SMILES,Menin MLL FP TR,KCNH2 WT inh,GALK inhibitor,Mito fusion yeast,ASM inhibitor,MBNL1-CUG inh,Chronic BCR inh,Eya2 inh,USP2a block,PKM2 activator,TSHR antag
O=C(Cn1cccc(C(F)(F)F)c1=O)c1ccc(Cl)cc1,.,1,-5%,-13%,0%,.,1%,?,2%,-2%,11
COC(=O)Cn1c(=NC(=O)c2ccc(OC)c(OC)c2)sc2cc(OC)ccc21,-4%,2,-1%,13%,446%[activator],.,-3%,2%,2%,-18%,24
CCc1ccc(CN(C)C(=O)c2cccc(S(=O)(=O)Nc3ccccc3OC)c2)cc1,.,-10,.,24%,-12%,.,1%,-2%,-9%,.,-14
O=S(=O)(c1ccc(OCC(O)CN2CCN(c3ccc(F)cc3)CC2)cc1)N1CCOCC1 (stereo unspecified),4%,0,6%,-8%,1%,-9%,-1%,9%,4%,0%,-15
O=[N+]([O-])c1ccc(N2CCCCC2)cc1SCCO,3%,-2,-1%,2%,-6%,?,11%,-15%,0%,8%,-10
COc1cc2c(cc1OC)C(c1cccc([N+](=O)[O-])c1)N(C(=O)c1ccccc1C(=O)O)CC2 (stereo unspecified),7%,-2,-3%,-2%,-1%,21%,3%,3%,3%,-2%,-3
COc1ccc(-c2nnn(CCC(=O)O)n2)cc1,3%,3,0%,1%,7%,-5%,?,8%,6%,4%,-2
O=C(/C(C=Nc1ccc(Br)cc1)=C(/O)c1ccco1)C(F)(F)F,12%,-14,-4%,0%,52%[activator],?,?,-13%,3%,-1%,1
CCc1ccc(-c2cc3c(=O)n(CC(=O)NCCN4CCCCC4C)nc(C)n3n2)cc1 (stereo unspecified),-2%,22,7%,-7%,-2%,-3%,-1%,8%,-1%,-2%[0.46 µM],50
O=[N+]([O-])c1ccc(N2CCN(c3ccccc3F)CC2)nc1,17%,3,0%,7%,0%,5%,-1%,11%,5%,.,-9
Cc1nc2cc(N3CCCCC3)c(NC(=O)c3cccnc3)cc2c(=O)n1Cc1ccccc1,-6%,-8,-4%,4%,-2%,0%,-1%,-5%,-15%,-5%,-20
Cn1ccnc1SCC(=O)c1cc2ccccc2o1,?,-4,1%,-6%,0%,?,-4%,3%,0%,4%,4
COc1ccc(-c2ccc(CCC(=O)O)n2NC(N)=O)cc1,.,-2,1%,-1%,11%,-16%,?,-14%,16%,0%,8
COc1cc(S(=O)(=O)N2CCOCC2)cc(C(=O)NCC(c2cccs2)N2CCOCC2)c1OC (stereo unspecified),.,8,.,.,5%,.,0%,4%,4%,.,.
O=C(Oc1cccc2ccccc12)C1CC1,0%,6,-2%,-1%,3%,6%,-7%,-12%,-2%,0%[11.5 µM],20
CN(C)c1nc(NCc2ccccc2)nc(N/N=C/c2ccccc2F)n1,8%,.,3%,2%,.,2%,?,-21%,2%,1%,-7
Cc1ccc(CCNC(=O)C2CCCN(S(=O)(=O)N3CC(C)CC(C)C3)C2)cc1 (stereo unspecified),?,-17,4%,31%,-4%,-5%,3%,4%,3%,0%,-11
COC(=O)c1cc(C#N)c(NCc2ccc(Cl)cc2Cl)nc1C,-22%,-3,-4%,2%,-2%,11%,0%,0%,4%,4%,-19
CC(=O)c1c(N2CCN(C)CC2)nc(=S)n(Cc2ccccc2)c1C,1%,8,0%,-4%,5%,-9%,2%,2%,2%,6%,-4
O=C(NNC(=O)c1ccccc1O)c1cccc(Br)c1,-3%,3,.,0%,-8%,-5%,?,-1%,-3%,1%,4
CCCCCC1CC(CC#CCN2CCOCC2)C(=O)O1 (stereo unspecified),13%,9,-1%,0%,5%,-4%,3%,-14%,1%,-7%,-4
CC(=O)CSc1cc(C)nc2c(-c3ccccc3)c(C)nn12,.,5,2%,-2%,12%,2%,1%,-29%,-1%,5%,3
COc1cccc(NC(=O)CN(C)C(=O)c2ccc(COc3ccccc3)cc2)c1,.,0,.,8%,0%,.,0%,-3%,5%,.,0
CC(=NCc1cccnc1)C1=C(O)c2ccccc2C1=O,-3%,17,0%,-2%,-2%,?,-1%,-12%,2%,6%,-12
CCc1cc(=O)oc2c(C)c(OCC(=O)NCCN3CCOCC3)ccc12,-2%,1,7%,4%,1%,-3%,?,-2%,3%,-5%[0.46 µM],5
COC(=O)CC1Oc2ccccc2N(Cc2ccccc2)C1=O (stereo unspecified),4%,3,0%,-1%,1%,?,9%,-5%,-1%,2%,-14
CCOc1cc(NC(=S)N2CCC(C(N)=O)CC2)c(C(=O)OC)cc1OCC,3%,-4,-1%,0%,5%,-7%,0%,2%,-2%,-4%,0
CC(C)CN1C(=O)/C(=C/c2ccco2)NC1=S,19%,-8,.,7%,-2%,-13%[11.5 µM],3%,3%,1%,21%,4
O=C(CSc1ncn[nH]1)Nc1nnc(-c2ccccc2)s1,15%,10,3%,0%,0%,2%,?,-9%,2%,-12%,-1
COc1ccccc1NCC(O)COc1ccc(C(C)(C)C)cc1 (stereo unspecified),-4%,1,5%,-1%,2%,5%,?,-11%,-1%,1%,-1
c1ccc(COc2ccccc2CNC2CCCC2)cc1,-18%,-15,4%,-10%,9%,-15%,?,-1%,0%,1%,27
CC(C)c1ccc(C2(O)C(=O)Nc3cc(Br)ccc32)c(O)c1 (stereo unspecified),?,11,1%,-2%,-10%,-4%,4%,11%,1%,.,-4
CC(C)CCNC(=O)CN(Cc1ccco1)C(=O)c1snc(C(N)=O)c1N,1%,5,3%,6%,154%[activator],?,-1%,0%,5%,4%,11
Cc1[nH]nc(SCC(=O)NCc2ccc(Cl)cc2)c1[N+](=O)[O-],0%,-5,1%,-5%,-1%,.,0%,-1%,3%,-3%,-3
CCNS(=O)(=O)c1ccc(CCC(=O)N2CCN(C(=O)OCC)CC2)cc1,14%,-8,0%,4%,4%,6%,-2%,-14%,0%,0%,-14
COc1ccc(CNC(=O)/C=C/c2cc([N+](=O)[O-])ccc2OC(F)F)cc1OC,0%,8,0%,5%,-5%,?,-11%,-6%,0%,0%,-9
COC(=O)[C@H](C)NC(=O)NCc1ccccc1,.,-6,13%,0%,5%,0%,0%,-5%,3%,-8%,-2
N#CC1=C(N)N(c2ccc(F)cc2)C(=O)C1,-7%,4,2%,-6%,3%,17%,-15%,33%,2%,16%,12
CCN=C(NS(=O)(=O)c1ccc(Br)cc1)c1ccc(Cl)cc1,3%,-10,0%,10%,6%,-4%,?,-10%,10%,5%,-11
Cc1cc(=O)oc2c(C)c(OC(C)C(=O)NC3CCN(Cc4ccccc4)CC3)ccc12 (stereo unspecified),-3%,-11,5%,12%,2%,-6%,-1%,7%,2%,-1%,-3
C/C(=N/N=C/c1ccc(N(C)C)cc1)c1ccccc1,11%,-1,7%,-2%,1%,.,4%,7%,2%,-21%,-19
CCN(CC(=O)NC(=O)NC1CCCC1)Cc1ccccc1,.,-5,.,5%,4%,.,-7%,10%,-2%,.,2
O=C(Nc1ccc(C(=O)N2CCOCC2)cc1)c1cnn2c(C(F)F)cc(-c3ccccc3)nc12,-10%,3,3%,-3%,-2%,-2%,9%,-9%,1%,3%,0

# Compound activity (PubChem)
